Screening results as filed in PubChem.
Cav3 T inh: Cav3.2 calcium influx blockers – cell-based, Fluo-4 calcium fluorescence, FDSS, MLSMR library, primary screen; Cav3.2-expressing cells; stronger effect = lower value; B-score at 10 µM; actives 4% (n = 100,000); AID 449739, 2010;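 active means single-dose well whose peak fluorescence ratio is a statistical outlier from its plate by either plate-standardised score or position-corrected B-score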
Target sequence (O95180 whole entry, looked up): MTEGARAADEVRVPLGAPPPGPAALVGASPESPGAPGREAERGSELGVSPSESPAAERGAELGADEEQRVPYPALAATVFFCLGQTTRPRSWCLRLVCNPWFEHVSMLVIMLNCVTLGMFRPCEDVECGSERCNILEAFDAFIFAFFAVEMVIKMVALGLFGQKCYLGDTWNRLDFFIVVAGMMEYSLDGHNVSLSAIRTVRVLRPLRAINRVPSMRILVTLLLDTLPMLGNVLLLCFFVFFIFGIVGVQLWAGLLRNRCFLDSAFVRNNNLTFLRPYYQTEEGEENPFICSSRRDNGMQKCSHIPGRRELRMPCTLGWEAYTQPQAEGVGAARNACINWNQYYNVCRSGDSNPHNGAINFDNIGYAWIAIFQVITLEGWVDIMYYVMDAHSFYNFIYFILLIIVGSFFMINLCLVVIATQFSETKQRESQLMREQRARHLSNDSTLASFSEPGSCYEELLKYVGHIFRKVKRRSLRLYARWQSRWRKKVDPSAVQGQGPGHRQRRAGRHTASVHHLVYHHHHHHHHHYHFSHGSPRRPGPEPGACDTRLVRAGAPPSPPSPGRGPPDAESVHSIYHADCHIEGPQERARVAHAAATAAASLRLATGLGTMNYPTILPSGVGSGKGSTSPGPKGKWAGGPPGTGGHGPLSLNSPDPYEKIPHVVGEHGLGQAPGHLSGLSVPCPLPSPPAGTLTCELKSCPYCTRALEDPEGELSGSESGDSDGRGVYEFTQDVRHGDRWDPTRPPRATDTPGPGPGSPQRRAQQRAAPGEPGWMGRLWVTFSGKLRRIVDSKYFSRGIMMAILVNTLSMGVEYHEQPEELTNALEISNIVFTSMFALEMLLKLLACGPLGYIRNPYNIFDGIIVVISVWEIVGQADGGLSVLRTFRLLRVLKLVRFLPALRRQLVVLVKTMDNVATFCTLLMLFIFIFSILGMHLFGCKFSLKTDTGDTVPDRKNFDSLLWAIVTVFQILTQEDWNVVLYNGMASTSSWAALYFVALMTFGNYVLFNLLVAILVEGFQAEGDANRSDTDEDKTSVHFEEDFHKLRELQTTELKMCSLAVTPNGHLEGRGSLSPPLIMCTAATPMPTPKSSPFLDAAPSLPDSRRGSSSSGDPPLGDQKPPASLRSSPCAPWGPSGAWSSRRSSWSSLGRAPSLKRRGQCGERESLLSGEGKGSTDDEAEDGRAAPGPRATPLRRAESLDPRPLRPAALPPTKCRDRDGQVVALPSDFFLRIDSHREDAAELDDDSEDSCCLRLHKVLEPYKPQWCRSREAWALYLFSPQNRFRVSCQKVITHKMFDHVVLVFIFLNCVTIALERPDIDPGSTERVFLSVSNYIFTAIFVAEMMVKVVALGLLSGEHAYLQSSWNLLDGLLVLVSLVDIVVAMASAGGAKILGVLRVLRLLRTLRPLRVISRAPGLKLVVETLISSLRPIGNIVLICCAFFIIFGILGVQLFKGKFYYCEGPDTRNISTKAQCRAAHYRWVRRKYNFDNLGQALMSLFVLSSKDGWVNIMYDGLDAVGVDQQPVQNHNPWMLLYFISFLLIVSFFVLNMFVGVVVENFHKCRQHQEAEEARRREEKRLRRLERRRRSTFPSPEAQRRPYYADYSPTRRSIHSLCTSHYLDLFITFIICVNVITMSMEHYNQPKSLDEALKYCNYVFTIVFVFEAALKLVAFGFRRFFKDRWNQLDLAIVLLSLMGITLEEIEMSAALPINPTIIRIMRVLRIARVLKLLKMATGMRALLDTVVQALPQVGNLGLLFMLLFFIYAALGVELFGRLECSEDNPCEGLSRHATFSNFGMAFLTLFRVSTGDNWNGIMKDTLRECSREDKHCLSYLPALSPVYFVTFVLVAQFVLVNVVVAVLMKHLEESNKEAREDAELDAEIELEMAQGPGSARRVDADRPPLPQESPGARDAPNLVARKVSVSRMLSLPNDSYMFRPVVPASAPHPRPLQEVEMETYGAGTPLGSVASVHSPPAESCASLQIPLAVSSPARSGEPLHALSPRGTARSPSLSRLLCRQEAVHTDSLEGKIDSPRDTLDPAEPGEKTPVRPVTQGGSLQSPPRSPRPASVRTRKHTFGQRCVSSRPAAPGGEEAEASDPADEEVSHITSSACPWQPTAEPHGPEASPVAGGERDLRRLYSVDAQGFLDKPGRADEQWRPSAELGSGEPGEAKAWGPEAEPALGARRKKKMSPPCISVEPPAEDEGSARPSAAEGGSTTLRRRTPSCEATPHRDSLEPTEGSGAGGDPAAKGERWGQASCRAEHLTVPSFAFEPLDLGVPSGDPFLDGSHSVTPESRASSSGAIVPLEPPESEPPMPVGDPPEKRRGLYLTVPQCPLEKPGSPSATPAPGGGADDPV
Numbers without * were called inactive. A portion of the library, so the mix of outcomes need not match the whole.

Cav3 T inh | compound
1.1 | COc1ccc(C(C(=O)NC2CCCC2)N(Cc2ccc(F)cc2)C(=O)c2ccn[nH]2)cc1OC (configuration not stated)
1.3 | Cc1nc(NC(C)C)c2oc3ccccc3c2n1
-0.12 | COc1ccc(C(=O)Oc2cccnc2)cc1
-2 | COc1cc(NC(=O)c2csc(-c3ccncc3)n2)cc(C(=O)Nc2cccc(C(F)(F)F)c2)c1
-0.49 | Cc1cc(N2CCCCC2)c(F)cc1[N+](=O)[O-]
0.1 | Cc1ccc(S(=O)(=O)Oc2ccc(C(c3c(C)[nH][nH]c3=O)c3c(C)[nH][nH]c3=O)cc2)cc1
0.35 | Cc1ccccc1CN1CCN(S(C)(=O)=O)CC1
-0.29 | CCc1ccccc1NC(=O)c1cc(-c2cccc(O)c2)on1
0.29 | Cc1ccc(C(=O)N(CC(=O)NC2CCCC2)Cc2cccs2)s1
0.35 | CCCn1c(SCC(=O)Nc2ccc(OCC)cc2)nnc1C(C)C
-0.43 | CSc1ccccc1NC(=O)COc1ccc(S(=O)(=O)N2CCCC2)cc1
-0.046 | CCSc1nnc2c(n1)OC=Nc1ccc(Br)cc1-2
1.3 | CC(C)C(=O)c1cn(CC(=O)NCc2ccco2)c2ccccc12
-0.67 | Cc1cc(N2CCN(c3ccccn3)CC2)n2c(nc3ccccc32)c1C#N
-0.11 | COC(=O)Nc1ccc(OCc2ccccc2)cc1
0.0036 | Cc1cc(Cl)c(S(=O)(=O)NCC2CCCO2)cc1OCC(N)=O (configuration not stated)
0.66 | CCN1CCN(c2nc(-c3ccccn3)nc3ccccc23)CC1
-0.46 | CCC(=O)N1CCN(c2ccc(NC(=O)c3ccco3)cc2)CC1
0.18 | COC(=O)n1c(=O)oc2cc(S(=O)(=O)N3CCCCC3)ccc21
0.74 | COC(=O)c1cccc(-n2cnnn2)c1
-1.5 | N#CC(c1ccc(Cl)cc1)c1nc2ccccc2nc1C(F)(F)F (configuration not stated)
-2.5 | CC(=O)c1ccc(NS(=O)(=O)c2ccc(CC(C)C)cc2)cc1
0.67 | O=C(NO)C1CC2C=CC1C2 (configuration not stated)
0.27 | COC(=O)[C@H]1C[C@@H]1[C@H](NC(=O)c1cccnc1)c1ccccc1
-1.2 | Cc1ccc(N(C(=O)Cn2nnc(-c3ccc(C)o3)n2)C(C(=O)NC2CCCC2)c2ccco2)cc1 (configuration not stated)
0.58 | [N-]=[N+]=CC(=O)CNC(=O)[C@@H](Cc1ccccc1)N1C(=O)c2ccccc2C1=O
0.3 | CCOC(=O)C1=C(CC)OC(N)=C(C#N)C1c1cccs1 (configuration not stated)
0.008 | Cn1ncc([N+](=O)[O-])c1C(=O)Nc1ccc2c(c1)OCCO2
0.72 | COc1ccccc1NC(=S)NCc1ccco1
-0.58 | CCOc1ncccc1C(=O)NCc1ccc(OC)cc1

For convenience, some entries already given:
Cav3 T inh | compound
0.008 | Cn1ncc([N+](=O)[O-])c1C(=O)Nc1ccc2c(c1)OCCO2
0.72 | COc1ccccc1NC(=S)NCc1ccco1

Reformatted with bars between the fields: entries from further up
SMILES | Cav3 T inh
Cc1cc(N2CCN(c3ccccn3)CC2)n2c(nc3ccccc32)c1C#N | -0.67
COC(=O)Nc1ccc(OCc2ccccc2)cc1 | -0.11
Cc1cc(Cl)c(S(=O)(=O)NCC2CCCO2)cc1OCC(N)=O (configuration not stated) | 0.0036
CCN1CCN(c2nc(-c3ccccn3)nc3ccccc23)CC1 | 0.66
CCC(=O)N1CCN(c2ccc(NC(=O)c3ccco3)cc2)CC1 | -0.46
COC(=O)n1c(=O)oc2cc(S(=O)(=O)N3CCCCC3)ccc21 | 0.18
COC(=O)c1cccc(-n2cnnn2)c1 | 0.74
N#CC(c1ccc(Cl)cc1)c1nc2ccccc2nc1C(F)(F)F (configuration not stated) | -1.5
CC(=O)c1ccc(NS(=O)(=O)c2ccc(CC(C)C)cc2)cc1 | -2.5
O=C(NO)C1CC2C=CC1C2 (configuration not stated) | 0.67
COC(=O)[C@H]1C[C@@H]1[C@H](NC(=O)c1cccnc1)c1ccccc1 | 0.27
Cc1ccc(N(C(=O)Cn2nnc(-c3ccc(C)o3)n2)C(C(=O)NC2CCCC2)c2ccco2)cc1 (configuration not stated) | -1.2
[N-]=[N+]=CC(=O)CNC(=O)[C@@H](Cc1ccccc1)N1C(=O)c2ccccc2C1=O | 0.58
CCOC(=O)C1=C(CC)OC(N)=C(C#N)C1c1cccs1 (configuration not stated) | 0.3
Cn1ncc([N+](=O)[O-])c1C(=O)Nc1ccc2c(c1)OCCO2 | 0.008
COc1ccccc1NC(=S)NCc1ccco1 | 0.72
CCOc1ncccc1C(=O)NCc1ccc(OC)cc1 | -0.58

Going on with the list.
Cav3 T inh | compound
-0.051 | CCC(C)N(C(=O)c1csnn1)C(C(=O)NCc1ccc(F)cc1)c1ccco1 (configuration not stated)
0.6 | COCCOC(=O)C1=C(N)OC2=C(C(=O)CC(C)(C)C2)C1c1cccnc1 (configuration not stated)
-1.6 | CCOC(=O)c1c(C)n(C)c2ccc(OCC(O)CN3CCN(C)CC3)cc12 (configuration not stated)
-0.18 | O=C(CSc1oc(-c2ccco2)nc1S(=O)(=O)c1ccc(Cl)cc1)NCC1CCCO1 (configuration not stated)
0.38 | CCOC(=O)c1cncc(C(=O)O)c1
0.013 | CC(C)(C)CC(=O)NCc1ccc(F)cc1
-0.37 | O=S(=O)(Nc1nc2c(s1)CCCC2)c1ccc2ccccc2c1
0.39 | N#Cc1nc(-c2ccco2)oc1NCCN1CCOCC1
0.022 | Cc1ccc(S(=O)(=O)NC(CC(=O)O)c2ccco2)cc1 (configuration not stated)
-0.25 | Cn1c(=O)c2c(nc(Br)n2CCc2ccccc2)n(C)c1=O
0.062 | CCS/C(N)=N/N=C/c1cc(C)ccc1O
-1.4 | COc1ccc(C(c2sc3ncnn3c2O)N2CC(C)OC(C)C2)cc1OC (configuration not stated)
-0.081 | COCCCNC(=O)Cc1ccccc1OC
0.077 | O=C1CC(c2ccccc2)CC(O)=C1C=NC1CCCCCC1 (configuration not stated)
-1.6 | O=C(OC1CCCCC1=O)c1cccc(S(=O)(=O)NCc2ccccc2)c1 (configuration not stated)
-1.2 | Cc1ccc(C(=O)c2coc3ccc(O)c(CN4CCN(C)CC4)c23)cc1
1.5 | COc1ccccc1-n1c(=O)[nH]c2c(C(N)=O)nc(-c3cccnc3)nc21
0.18 | O=S(=O)(c1ccccc1)n1ccc2cccnc21
0.24 | Nc1nonc1-c1nc2ccccc2[nH]1
1.1 | CCCS(=O)(=O)N1CCCC(C(=O)N2CCC(Cc3ccccc3)CC2)C1 (configuration not stated)
-1.8 | CCN(CC)S(=O)(=O)c1cc([N+](=O)[O-])ccc1NNC(=O)Nc1ccc(F)cc1
-0.67 | COc1ccc(NC(=O)c2cc3ccccn3n2)cc1
-1.1 | CCOC(=O)C(C(=O)NCc1ccc(F)cc1)c1ncc(C(F)(F)F)cc1Cl (configuration not stated)
0.34 | CC(=O)NC1(C(F)(F)F)C(=O)NC(C)=C1C#N (configuration not stated)
0.44 | C1CN(c2nc3nonc3nc2N2CCOCC2)CCO1
-0.63 | O=C(Nc1ccc(Cl)c(Cl)c1)C1=Cc2ccccc2OC1
-2.4 | COc1ccc(OCC(=O)c2c(O)c3ccccc3oc2=O)cc1
0.058 | COCOc1ccc(/C=C/C(=O)c2c(OCOC)cc(OCOC)c(CC=C(C)C)c2O)cc1OCOC
-1.2 | CCOC(=O)C1CCN(C(=O)CSC2=NCCS2)CC1
-0.51 | COc1ccc(-c2noc(CCC(=O)NC3CCCCC3)n2)cc1OC
-0.63 | COc1ccccc1NC(=O)CSc1ncn(-c2ccccc2)n1
0.65 | CCOc1cc2[nH]c(=S)n(CCOC)c(=O)c2cc1OCC
0.63 | Cc1cccc(CN2CCC(CNC(=O)C3CCCN(S(=O)(=O)c4cnc[nH]4)C3)CC2)c1 (configuration not stated)
0.011 | COc1cccc(C(=O)Nc2nc3ccccc3[nH]2)c1
0.31 | COC(CNC(=O)c1ccc2c(c1)nc(C)n2-c1cccc(F)c1)OC
0.027 | CCCn1c(N)c(C(=O)CSc2nnc(C)n2Cc2ccccc2)c(=O)n(C)c1=O
-0.12 | COc1ccc(-c2cc(C(=O)Nc3cc(OC)c(OC)c(OC)c3)no2)cc1OC
1.2 | CCOC(=O)c1cnn(-c2ccc(C)cc2)c1N
-1.5 | O=C(CSc1nnc(-c2ccccc2NC(=O)c2ccccc2)o1)OC1CCCCC1
0.036 | O=C(O)c1ccccc1OCCOCCOc1ccccc1C(=O)O
-0.03 | COc1ccccc1/C=N/n1c(C)nnc1-n1nc(C)cc1C
1.4 | O=C(O)CN1C(=O)SC(Nc2ccc(C(=O)O)cc2)C1=O (configuration not stated)
0.39 | CCOC(=O)c1sc(-c2ccc(Br)cc2)cc1N
-0.031 | CCn1c(CNC(=O)c2cccs2)nnc1SCC(=O)NCCc1ccccc1
-1.3 | COc1ccccc1C1/C(=C(/O)c2ccccc2)C(=O)C(=O)N1CC(C)C (configuration not stated)
0.079 | COC(=O)CCC(=O)OC1(C)C(=O)C=C2C=C(C3CC3)N(CCCCO)C=C2C1=O (configuration not stated)
-0.13 | COc1ccc(Nc2nc(CC(C)=O)ns2)cc1OC
0.7 | CCOC(=O)N1CCC(N2Cc3cccc(C(=O)NCC4CCN(CC(C)C)C4)c3C2=O)CC1 (configuration not stated)
0.55 | Cc1nc(C)c(-c2csc(Nc3cccnc3)n2)s1
0.57 | O=c1cc(CN2CCN(c3ccccc3)CC2)c2cc(O)c(-c3ccccc3)cc2o1
-0.026 | C[C@@H]1NC(=O)c2cc([N+](=O)[O-])cc(I)c2OCC[C@@H](C(=O)NC(CC(=O)O)C(N)=O)NC(=O)[C@H](CCC(=O)O)NC1=O (some centres not stated)
0.54 | CCn1c(=O)c(C(=O)Nc2ccccc2C)c(O)c2ccccc21
-5.4* | CC12CC(NC(=O)N1Cc1ccccc1)c1ccccc1O2 (configuration not stated)
0.71 | Cn1c(=O)c2c(nc(Br)n2CCSc2ncccn2)n(C)c1=O
-0.44 | c1ccc2c(c1)nc(N1CCOCC1)c1c3ccccc3[nH]c21
-1.1 | CC1=C(C(=O)OCc2ccccc2)C(c2ccccc2OS(=O)(=O)c2ccc(C)cc2)NC(=O)N1CCCC(=O)O (configuration not stated)
-0.75 | Cc1nc(Nc2ccc3c(c2)OCCO3)c2nnn(Cc3ccccc3Cl)c2n1
-0.22 | Cc1ccc(OCC(=O)NCc2ccco2)cc1C
0.47 | CCN(CC)CCNc1nc2c(c(=O)[nH]c(=O)n2C)n1CC(O)COc1ccc(Cl)cc1Cl (configuration not stated)
0.58 | CCOC(=O)c1c(NC(=O)Nc2ccccc2)sc(C)c1C

The results go on:
Cav3 T inh | compound
0.83 | Cc1c(CN2CCC(C)CC2)c(=O)n(-c2ccccc2)n1C
0.011 | Cc1ccc(-c2nnc(CSc3nncn3N)o2)cc1
-2.3 | Clc1cccc(N2CCN(Cc3nnc(-c4ccccc4)o3)CC2)c1
0.66 | Cc1cc(=O)[nH]c(N2CCc3ccccc3C2)n1
-0.097 | CC1CN(C(=O)c2ccccc2)OC(c2ccc3c(c2)OCO3)O1 (configuration not stated)
0.3 | COc1ccc(C2(C(=O)O)CCCC2)cc1
0.24 | CC1CCc2nn(CC(=O)NCc3ccc(F)cc3)cc2C1 (configuration not stated)
-1.8 | CCOc1ccccc1N/C=C/C(=O)C(C)(C)C
0.48 | N=c1c(C(=O)NC2CCCC2)cc2c(=O)n3ccccc3nc2n1C1CCCC1
-0.33 | CCOC(=O)[C@@H]1[C@H]2COc3cc(OC)ccc3[C@@H]2N2C(=O)N(c3ccc(C)cc3)C(=O)[C@]12C
0.58 | COc1ccccc1C(=O)N1CCN(C(=O)COc2cccc(C)c2)CC1
0.27 | CCCOC(=O)Nc1ccccc1C(N)=O
0.067 | CC(=O)NCCn1c(SCc2cc(F)ccc2F)nc2ccccc2c1=O
0.37 | C/C(=N\Nc1nccnc1Cl)c1ccc([N+](=O)[O-])cc1
-0.039 | COC(=O)c1c(C)oc2c1cc(NS(=O)(=O)c1cccs1)c1ccccc12
0.96 | COc1cc2c(C#N)c(N3CCOCC3)nc(N)c2c(N)n1
0.98 | CCNC(=S)N1CCN(CCN=CC2=C(O)CC(c3ccco3)CC2=O)CC1 (configuration not stated)
0.13 | CCCS(=O)(=O)C(=C1NCCO1)S(=O)(=O)CCC
0.24 | Cc1nnc(C)n1/N=C/C=C/c1ccccc1
1.1 | COc1cc(NS(=O)(=O)c2ccc(N/C=C\C(=O)c3ccc(C)cc3)cc2)nc(OC)n1
0.88 | C=CCn1c(SCC(N)=O)nnc1-c1cc(Br)ccc1O
0.54 | NC(=O)NC(c1ccccc1)c1cccc2ccccc12 (configuration not stated)
-0.88 | COc1ccc(CN2C(=O)[C@@H]3Cc4c([nH]c5ccccc45)C(C)(C)N3C2=O)cc1
-1.1 | O=[N+]([O-])c1cc(F)c(N2CCOCC2)cc1N1CCCCC1
0.57 | Clc1ccc(-c2nnc3n2CCCS3)cc1
0.34 | Clc1ccc2nc(-c3ccccc3)c(CN3CCOCC3)n2c1
-3.9* | Clc1ccc(C(c2nnnn2C2CCCCC2)N(Cc2cccnc2)Cc2ccco2)cc1 (configuration not stated)
-0.48 | CCOC(=O)NC(Nc1ccc(S(N)(=O)=O)cc1)(C(=O)OCC)C(F)(F)F (configuration not stated)
-0.0077 | O=C(Nc1ccc(Cl)cn1)c1ccc(-c2ccc(Cl)c(Cl)c2)o1
0.5 | Nc1ccccc1CNc1nc(NCCO)nc2c1ncn2CCN1CCOCC1
-0.71 | O=S(=O)(Cc1ccccc1)N1CCCCC1
-3.7* | COc1ccc(CN2C(=O)c3ccccc3C(/C=N\OCc3ccc(F)cc3)C2=O)cc1 (configuration not stated)
-0.16 | COc1ccccc1-c1noc(CCC(=O)Nc2ccccc2Cl)n1
0.12 | COC(=O)Cn1ncn2cccc2c1=O
-5.9* | O=S(=O)(Nc1ccc2c(c1)oc1ccccc12)N1CCCC1
1.4 | COc1ccc(CC(=O)Nc2ccc(-c3nnc(-c4ccccc4)o3)cc2)cc1OC
-1.1 | COc1ccc(OC2C(=O)N(Cc3ccc(F)cc3)C2c2ccc(OC)c(OC)c2)cc1 (configuration not stated)
